Screens from PubChem.
Rv3671c inh: Rv3671c (M. tuberculosis) protease inhibition. P9WHR9. inhibition, % at 5.96 µM. hit rate 0.048% among 320,000; in the data active means inhibition above about 38%;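 further: extracellular domain of Rv3671c used as enzyme; 0% = enzyme with DMSO and 100% = no enzyme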
Target sequence (P9WHR9 whole entry, looked up, the tested form may be a part): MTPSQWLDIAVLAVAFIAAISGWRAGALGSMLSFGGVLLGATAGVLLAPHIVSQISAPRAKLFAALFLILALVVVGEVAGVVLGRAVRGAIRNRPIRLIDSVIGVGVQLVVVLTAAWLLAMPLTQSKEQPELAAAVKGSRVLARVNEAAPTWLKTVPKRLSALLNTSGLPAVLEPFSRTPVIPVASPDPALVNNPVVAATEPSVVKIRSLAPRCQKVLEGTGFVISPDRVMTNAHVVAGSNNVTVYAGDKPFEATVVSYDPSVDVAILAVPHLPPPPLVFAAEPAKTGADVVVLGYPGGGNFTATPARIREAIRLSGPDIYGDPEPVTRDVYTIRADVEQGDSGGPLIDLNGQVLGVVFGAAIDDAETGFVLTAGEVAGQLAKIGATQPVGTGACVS
FadD28 binding: M. tuberculosis FadD28 bisubstrate binding inhibition; FadD28 bisubstrate probe binding, fluorescence polarization; inhibition, % at 12.5 µM; hit rate 0.22% among 360,000; AID 588549; in the data active means inhibition above about 8.5%, passing the limit was not always enough; inconclusive means no clear call, values can overlap the other calls
Mtb BioA inh: BioA (M. tuberculosis) enzyme inhibition; purified M. tuberculosis BioA enzyme, plate reader; inhibition, % at 9.99 µM; hit rate 0.096% among 360,000; AID 602481; in the data active means inhibition above about 40%; inconclusive means no clear call, values can overlap the other calls
Mtb FBA inh: Mtb fructose-bisphosphate aldolase inhibition; P9WQA3; purified M. tuberculosis FBA, fluorescence read-out; inhibition, % at 1 µM; hit rate 2.3% among 360,000; AID 588726; in the data active means inhibition above about 27%;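 further: 0% = vehicle and 100% = reference inhibitor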
Target sequence (P9WQA3 whole entry, looked up): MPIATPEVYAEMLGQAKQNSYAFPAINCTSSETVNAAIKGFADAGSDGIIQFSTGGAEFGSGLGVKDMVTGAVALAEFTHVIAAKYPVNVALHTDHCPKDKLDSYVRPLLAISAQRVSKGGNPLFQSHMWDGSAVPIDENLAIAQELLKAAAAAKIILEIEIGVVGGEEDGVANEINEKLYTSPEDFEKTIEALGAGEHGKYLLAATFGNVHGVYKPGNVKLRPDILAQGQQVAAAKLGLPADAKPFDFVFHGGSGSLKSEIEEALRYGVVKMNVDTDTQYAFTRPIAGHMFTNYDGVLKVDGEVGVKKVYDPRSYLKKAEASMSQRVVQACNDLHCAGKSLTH
GDH-TPI counter: counter-screen for M. tuberculosis FBA inhibitors: GDH-TPI coupled enzymes; GDH-TPI coupled enzyme counterscreen, NADH absorbance; inhibition, % at 4.8 µM; hit rate 1.2% among 360,000; in the data active means inhibition above about 30%;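 further: 0% = DMSO wells and 100% = wells lacking the enzyme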
MazEF act: increases E. coli MazEF RNase cleavage of RNA; FAM/BHQ RNA-DNA oligo cleavage fluorescence, 5 h; activation, % at 20 µM; hit rate 0.32% among 350,000; in the data active means activation above about 50%
Target sequence (P0AE70 whole entry, looked up): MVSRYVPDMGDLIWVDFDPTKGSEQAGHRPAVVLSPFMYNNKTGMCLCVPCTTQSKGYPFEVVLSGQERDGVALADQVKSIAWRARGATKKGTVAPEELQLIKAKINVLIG
Mtb UGM inh: Mtb UDP-galactopyranose mutase inhibition; purified UGM, fluorescence polarization probe displacement; inhibition, % at 10 µM; hit rate 0.06% among 320,000; AID 504406; in the data active means inhibition above about 10%, passing the limit was not always enough; inconclusive means no clear call, values can overlap the other calls
PrPC TRFRET: inhibitors of human cell surface prion protein PrPC. P04156. TR-FRET read-out. inhibition, % at 13.8 µM. hit rate 0.43% among 370,000. AID 720596; in the data active means inhibition above about 24%; further: 0% = median of the test wells and 100% = reference compound wells
BoNT F protease: inhibitors of Botulinum neurotoxin F light chain protease; hit rate 0.22% among 360,000; inhibition, % at 10 µM; AID 588497; Multiplex microsphere protease cleavage assay, flow cytometry; in the data active means inhibition above about 35%, passing the limit was not always enough; inconclusive means no clear call, values can overlap the other calls; further: plate controls were buffer without enzyme for full effect and enzyme alone for no effect
* = called active by the depositor; ? = inconclusive; · = no result given. This is a random part of the collection; about 4.8% have a hit in one of these screens.

SMILES	Rv3671c inh	FadD28 binding	Mtb BioA inh	Mtb FBA inh	GDH-TPI counter	MazEF act	Mtb UGM inh	PrPC TRFRET	BoNT F protease
Clc1ss/c(=N\c2ccccn2)c1Cl	-1.6	-3.9	·	1.4	4.3	-1.4	-1.0	-3.1	8.9
Cc1ccc(-c2nc3cccnc3s2)cc1NC(=O)C1c2ccccc2Oc2ccccc21	·	-2.2	-1.7	4.6	-13.9	-20.1	·	-8.6	-1.7
CN(NC(=O)c1ccccc1)C1=NS(=O)(=O)c2ccccc21	1.4	-0.5	·	-1.8	4.8	4.6	-1.1	11.1	-1.1
COc1ccccc1N1CCN(C(=O)COc2cccc(C)c2C)CC1	-4.6	1.6	0.7	2.0	0.6	-0.8	·	-4.6	-4.3
O=Cc1ccnc(-c2ccc(OC(=O)c3ccco3)cc2)n1	4.3	-0.9	·	3.3	-6.3	8.6	3.6	4.5	1.2
Cc1ccc(S(=O)(=O)NCCC(=O)NCc2cccnc2)cc1	2.9	-3.1	-0.7	-0.7	2.1	2.5	0.6	5.1	-1.9
CCCCCCN1C[C@H](O)[C@@H](n2cc(C3CC3)nn2)C[C@@H]1c1ccccc1	·	0.2	-0.1	0.4	-6.2	-2.5	·	-6.6	2.6
CCOc1c(P(=S)(N(C)C)N(C)C)c(C)nn1-c1ccccc1	-6.0	-1.0	·	1.1	4.3	-1.5	2.2	-2.1	-7.9
CCOc1ccc(NC(=O)CN(C)C(=O)c2ccc(N3CCOCC3)c([N+](=O)[O-])c2)cc1OCC	4.4	0.6	-1.6	-1.0	-1.0	6.7	-1.0	-11.7	2.1
Cc1ccc2c(c1)N(CC(=O)Nc1ccccc1F)C(=O)CO2	0.1	-3.2	-0.6	-3.9	-3.2	1.1	0.0	-3.5	-11.7
Cn1cc(SCC(=O)Nc2ccc3c(c2)OCO3)c2ccccc21	0.1	-0.2	-0.6	0.2	4.3	4.5	1.2	18.9	-4.0
O=C(Nc1nc(-c2ccccn2)cs1)c1ccc([N+](=O)[O-])o1	-13.3	0.7	0.1	-2.2	18.7	-1.5	-2.8	-0.8	-7.9
Cc1ccc2nc(Cl)c(/C=N/n3c(C)nnc3C)cc2c1	-3.6	-0.9	·	0.8	1.2	-6.1	-0.4	2.2	-5.1
O=C(Nc1ccc2c(c1)OCO2)c1cccc(S(=O)(=O)N2CCOCC2)c1	-0.2	-1.5	1.4	-0.1	8.2	5.7	-3.1	12.7	1.0
Cc1csc(NC(=O)CSc2ccccc2F)n1	-7.2	-1.0	·	0.8	1.6	-11.7	-2.5	6.1	-2.1
CCCCN1C(=O)C(CC(=O)NC2CCCC2)CC(C(=O)N(CC)CC)=C1C (stereo not given)	·	-3.2	0.1	4.3	8.5	8.1	·	-6.2	-3.8
CCC(C)(C)c1ccc(OCCCC[n+]2ccc(C)cc2)c(C(C)(C)CC)c1	4.0	·	·	·	·	11.2	0.6	11.7	·
Cc1cc(Br)c(S(=O)(=O)NCc2ccncc2)cc1C	9.2	-2.4	0.1	-0.6	-7.2	-2.7	-1.3	18.5	-3.9
CCS(=O)(=O)N1CCC(C(=O)OCC(=O)c2ccc(Br)cc2)CC1	-1.8	-2.7	-0.5	1.0	0.8	-2.6	2.8	-0.4	-31.9
C/C(=N\NC(=O)COc1ccc(C(C)(C)C)cc1)c1ccccc1	3.7	-3.5	1.0	-6.3	-9.2	3.0	2.9	4.1	-2.8
C=CCN1C(=O)/C(=C/N(C)C)S/C1=N\S(=O)(=O)c1cccs1	·	-1.9	2.7	-5.5	30.4	2.3	·	-7.9	-2.2
CC1CCCN(CCOCCOc2ccc(Br)cc2Cl)C1 (stereo not given)	6.2	-1.0	0.8	-1.1	0.0	4.5	-2.5	4.6	6.2
O=C(N/N=C\c1ccc(S(=O)(=O)O)o1)c1ccc2c(c1)OCO2	0.5	-0.7	-1.9	0.6	41.4*	10.6	-2.6	-5.7	18.3
CCc1nn(CC(=O)N2CCC3(CC2)OCCO3)c(=O)c2cc3ccccc3n12	-5.9	-0.8	-5.8	14.9	14.4	13.2	-0.2	-7.7	8.2
Nc1cc(N)nc(SCC(=O)c2ccc3c(c2)NC(=O)CO3)n1	3.6	-3.5	-1.0	-3.3	-6.7	-6.1	-4.1	7.4	-0.5
CC(C)n1nnnc1SCC(=O)NCc1ccc2c(c1)OCO2	-6.9	-0.1	0.0	1.9	5.3	-4.1	-3.0	-0.8	-5.1
CCCN1CCC(C(=O)NC(c2ccc(Cl)cc2)c2ccsc2)CC1 (stereo not given)	·	0.7	0.7	-2.3	-0.9	·	·	-3.5	-8.1
COc1ccc(OCC(=O)NNC(=O)C(=O)Nc2cc(OC)ccc2OC)cc1	-1.3	-3.9	-0.5	-0.9	11.8	3.4	2.3	-3.9	-4.7
O=C(NN1CCCCC1)NN1CCCCC1	·	-1.2	·	1.6	·	·	·	-0.7	-5.4
Cc1ccc(NC2c3ncccc3C(=O)N2Cc2ccco2)c(C)c1 (stereo not given)	6.0	-0.5	-0.4	-3.3	4.0	-3.5	-0.4	-0.6	-4.3
Cc1ccc(Nc2nc(-c3sc(NC(=O)c4ccco4)nc3C)cs2)cc1	11.2	-4.5	0.0	4.2	6.2	9.5	-2.1	1.7	-2.2
Cc1cccc2sc(NNC(=O)c3ccc4c(c3)OCCO4)nc12	11.2	1.4	0.2	1.5	-12.0	10.6	3.3	-4.5	1.2
O=C(O)c1cncc(C#CCC2CCCCC2)c1	1.3	-5.0	·	-1.4	-5.7	0.1	-1.1	2.8	?
CCC/C(O)=C1\C(=O)CC(C)(C)CC1=Nc1ccc(OC)cc1	4.4	0.9	3.5	-1.7	0.4	4.0	1.0	8.1	34.2
Cc1ccc(SCc2ccc(C(=O)Nc3ccccc3Br)cc2)cc1	-3.2	-2.5	·	-2.6	0.4	-3.9	-2.8	0.4	0.5
C[C@H](NS(=O)(=O)c1ccc2c(c1)OCCCO2)C(=O)N1CCN(Cc2ccccc2)CC1	·	1.4	-0.3	-1.1	4.1	-0.9	·	-1.1	10.1
O=[N+]([O-])c1ccc(Cl)c(S(=O)(=O)Nc2cccc(-c3ccc(N4CCCC4)nn3)c2)c1	0.8	-7.8	-0.6	-2.9	10.9	0.5	0.5	-26.4	·
COc1ccc(N(CC(=O)NCCSc2ccccn2)S(C)(=O)=O)cc1	-0.6	0.2	0.5	4.4	-6.1	-4.0	-0.6	-0.3	-9.5
CCCCOc1ccc(Cl)cc1Nc1nc(NCCO)nc(N2CCCC2)n1	8.3	-1.7	-0.4	3.7	1.8	2.2	0.4	1.9	-2.5
CCOc1ccc(NC2=C(OC)C(=O)c3ccccc3C2=O)cc1	-83.0	-3.2	·	-6.0	-6.6	2.0	1.1	-1.8	-13.0
Cc1ccccc1OCC(=O)N1CCc2ccccc2C1	3.7	0.8	-0.2	-1.6	3.4	6.5	-0.1	3.3	?
CCCCNC(=O)CSc1nccn1Cc1ccccc1	-2.3	0.0	·	1.4	1.6	-4.8	-4.0	-6.8	-1.8
C/C(=N\Nc1nc(N)cc(Cl)n1)c1cccc(N)c1	-9.9	-1.1	1.9	5.0	16.0	-1.4	0.8	3.5	3.5
CNC(=O)CSc1nnc(-c2ccco2)n1-c1ccc(C)cc1	-3.2	0.0	3.0	-4.7	-9.6	-2.3	2.9	1.3	-20.0
COc1ccccc1OCCn1cc(/C=N/NC(N)=S)c2ccccc21	-6.3	-1.4	-1.7	3.4	28.1	-5.3	2.5	5.2	-0.7

Looked up one by one from the entries so far, four records:
SMILES	Rv3671c inh	FadD28 binding	Mtb BioA inh	Mtb FBA inh	GDH-TPI counter	MazEF act	Mtb UGM inh	PrPC TRFRET	BoNT F protease
Cc1ccccc1OCC(=O)N1CCc2ccccc2C1	3.7	0.8	-0.2	-1.6	3.4	6.5	-0.1	3.3	?
CCCCNC(=O)CSc1nccn1Cc1ccccc1	-2.3	0.0	·	1.4	1.6	-4.8	-4.0	-6.8	-1.8
Cc1ccc(SCc2ccc(C(=O)Nc3ccccc3Br)cc2)cc1	-3.2	-2.5	·	-2.6	0.4	-3.9	-2.8	0.4	0.5
COc1ccccc1OCCn1cc(/C=N/NC(N)=S)c2ccccc21	-6.3	-1.4	-1.7	3.4	28.1	-5.3	2.5	5.2	-0.7

(more compounds)
SMILES	Rv3671c inh	FadD28 binding	Mtb BioA inh	Mtb FBA inh	GDH-TPI counter	MazEF act	Mtb UGM inh	PrPC TRFRET	BoNT F protease
CCc1ccc(N2C(=O)CN(Cc3ccc(OC)c(OC)c3)C2=S)cc1	-2.9	-1.1	-1.1	-1.6	12.0	1.6	-1.6	9.0	-9.6
CC(C)CC(N)c1csc(Nc2ccc(C(F)(F)F)cn2)n1 (stereo not given)	·	-6.1	-0.3	1.7	-2.6	·	·	-8.8	-17.0
Cc1ccccc1OCC(=O)NN1C(=O)C2C3C=CC(O3)C2C1=O (stereo not given)	8.5	-0.9	·	-1.0	-3.2	-11.1	-1.0	5.2	3.5
CC1CCc2cc(F)ccc2N1C(=O)CCl (stereo not given)	·	1.1	·	0.8	6.9	0.7	·	·	4.4
O=C1CCC2CN3CCc4c([nH]c5ccccc45)C3CC2C1 (stereo not given)	·	0.8	-17.6	-1.1	2.6	-78.5	·	4.4	-3.4
O=[N+]([O-])c1ccc(N2CCOCC2)cc1O	-3.8	-1.5	-2.4	-10.2	4.6	-8.3	0.2	-13.7	·
O=C(Nc1ccc2c(c1)OCO2)C1CCCCC1	-2.2	-0.5	-0.1	5.8	7.3	0.9	0.2	4.6	-4.1
COC(=O)c1c(-c2snnc2C)n[nH]c1C	7.5	-2.1	·	1.0	1.1	2.0	3.5	-1.8	?
Clc1cccc(-c2nc3c4ccccc4ccn3c2Cc2ccsc2)c1	·	-4.9	-3.3	6.3	·	·	·	-0.4	6.2
CC(C)NCC(O)COc1ccc(COCCOC(C)C)cc1 (stereo not given)	-1.0	-2.0	0.1	-3.2	-3.4	1.3	1.2	0.6	-6.7
Cc1cc(NCc2ccco2)nc(N2CCC(C(=O)NC3CCCCC3)CC2)n1	7.7	-4.3	·	-3.0	-0.6	7.8	-2.5	-12.8	-8.1
CC(C)CC(NC(=O)OC(C)(C)C)c1cn([C@@H](Cc2cc3ccccc3[nH]2)C(=O)N2CCN(C(=O)OC(C)(C)C)CC2)nn1 (stereo not given in full)	3.8	-3.8	-1.0	-1.0	-4.4	2.1	3.0	-3.1	-0.4
CC1(C)CC(c2nc(-c3ccc(Cl)cc3)cs2)CCS1 (stereo not given)	-2.7	0.4	1.1	4.5	-5.9	0.7	1.4	-3.9	-6.1
COc1ccc(NC(=O)NCCCN2CCCCC2C)cc1 (stereo not given)	-1.2	-0.4	-2.9	-0.2	9.4	-0.8	0.1	1.4	5.0
CN(Cc1ccccc1)C(=O)COC(=O)c1cc(NS(=O)(=O)c2cccs2)ccc1O	-5.5	-0.9	·	1.7	-3.5	3.4	-0.2	3.5	2.0
O=S(=O)(Nc1nc2ccc(S(=O)(=O)N3CCCCC3)cc2s1)c1ccccc1	0.8	-2.3	0.3	2.5	6.2	2.5	-0.7	2.4	-8.2
Cc1cccc2sc(NC(=O)CSc3cn[nH]n3)nc12	-2.1	-20.7	-0.9	-2.9	-2.3	13.6	0.6	10.8	10.7
COc1ccc(-c2csc(NC(=O)CSc3nnnn3C)n2)c(OC)c1	1.5	-0.3	1.6	1.7	-5.7	1.2	·	6.2	-10.9
Cc1nc2sc(C(c3ccco3)N3CCOCC3)c(O)n2n1 (stereo not given)	7.2	1.6	-4.8	-2.8	13.9	-6.0	-2.7	5.3	-8.4
O=c1cc(CN2CCN(c3cccc(Cl)c3)CC2)c2cc(O)c(-c3ccccc3)cc2o1	6.5	0.0	-0.6	2.5	11.0	-17.2	0.7	1.4	-7.4
O=C(CC1S/C(=N/N=C2CCCCCC2)NC1=O)Nc1ccccc1F (stereo not given)	·	-3.3	0.5	-1.8	-0.3	-6.4	·	-11.1	-3.9
Cc1nc(-c2ccc(Cl)cc2)sc1C1(C)CC(c2ccccc2F)=NO1 (stereo not given)	-14.8	-3.0	-0.1	-0.3	5.8	-0.2	1.8	1.1	6.8
CC(C)(C)c1cccc(C2(O)C(=O)c3ccccc3C2=O)c1O	9.8	-1.1	·	-2.1	1.9	10.8	-0.6	8.6	?
CCCCOP(=O)(c1ccc(N(C)C)cc1)C(O)c1cccnc1 (stereo not given)	7.1	-2.7	·	1.9	3.6	2.2	0.8	0.9	6.0
